# Source: PubChem BioAssay
# HSP90 refold inh – HSP90 inhibitors, primary screen, cell lysate, luminescence. Rabbit reticulocyte lysate, luciferase refolding luminescence, 3 h. Heat shock protein HSP 90 (rabbit reticulocyte lysate; luciferase refolding). inhibition, % at 5.6 µM. 290,000 compounds, 0.91% hits;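 active = inhibition above the screen-wide mean plus 3 SD, computed separately per campaign, cut at about 16% in these data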;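 note: 0% = DMSO wells and 100% = 60 µM geldanamycin wells; inhibitors lower the luminescence because luciferase stays unfolded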
# KLF5 inhibitor – KLF5 expression inhibitors, primary screen, DLD-1 cells, luminescence. 290,000 compounds, 0.23% hits. inhibition, % at 5 µM. DLD-1 KLF5 promoter-luciferase reporter;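 active = inhibition above a per-plate limit of that plate's mean compound inhibition plus 3 SD, cut at about 60% in these data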;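 note: 0% = DMSO wells and 100% = LY294002 at 200 µM; higher means less KLF5 promoter-driven luciferase light; inactives centre near -14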
# GSK3A inh – blockers of GSK3A enzyme activity – biochemical, luminescence, cell-free homogeneous, HTS, primary screen. 320,000 compounds, 0.1% hits. Glycogen synthase kinase-3 alpha (Homo sapiens), P49840. inhibition, % at 10 µM. AID 2650, 2010. GSK-3 alpha kinase, ADP-Glo luminescence, 60 min;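 in the data active = inhibition above about 50%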;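 note: GST-tagged GSK-3 alpha with peptide substrate and 25 µM ATP; 0% = DMSO neutral wells and 100% = GW8510 positive control wells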
# Target sequence (P49840 whole entry, looked up): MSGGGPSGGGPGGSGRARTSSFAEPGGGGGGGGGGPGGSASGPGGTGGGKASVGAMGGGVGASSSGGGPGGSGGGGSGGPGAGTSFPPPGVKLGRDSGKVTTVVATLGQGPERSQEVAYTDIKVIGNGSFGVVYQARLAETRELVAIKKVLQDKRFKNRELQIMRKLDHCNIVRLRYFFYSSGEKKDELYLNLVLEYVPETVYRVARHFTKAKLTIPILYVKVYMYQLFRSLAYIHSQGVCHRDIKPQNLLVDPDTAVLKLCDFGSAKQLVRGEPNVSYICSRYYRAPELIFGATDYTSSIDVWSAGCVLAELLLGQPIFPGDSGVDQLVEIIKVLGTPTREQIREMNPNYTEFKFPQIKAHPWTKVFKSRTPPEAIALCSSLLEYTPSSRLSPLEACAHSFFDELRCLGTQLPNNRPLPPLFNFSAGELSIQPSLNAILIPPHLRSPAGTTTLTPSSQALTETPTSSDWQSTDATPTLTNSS
# GSK3B inh – human GSK3beta kinase inhibitors, primary screen, biochemical, cell-free homogeneous, HTS. Glycogen synthase kinase-3 beta (Homo sapiens), P49841. GST-GSK3beta kinase, ADP-Glo luminescence, 60 min; hits give low values. activity score (negative = inhibition), % at 10 µM. 300,000 compounds, 0.038% hits. AID 2097, 2009;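 active = more than half of replicate wells score below -50%, meaning over 50% inhibition versus plate controls; inconclusive = some replicates but at most half score below -50%; inactive = no replicate scores below -50%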;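 note: 0% = median DMSO wells and -100% = median GW8510 positive control wells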
# Target sequence (P49841 whole entry, looked up): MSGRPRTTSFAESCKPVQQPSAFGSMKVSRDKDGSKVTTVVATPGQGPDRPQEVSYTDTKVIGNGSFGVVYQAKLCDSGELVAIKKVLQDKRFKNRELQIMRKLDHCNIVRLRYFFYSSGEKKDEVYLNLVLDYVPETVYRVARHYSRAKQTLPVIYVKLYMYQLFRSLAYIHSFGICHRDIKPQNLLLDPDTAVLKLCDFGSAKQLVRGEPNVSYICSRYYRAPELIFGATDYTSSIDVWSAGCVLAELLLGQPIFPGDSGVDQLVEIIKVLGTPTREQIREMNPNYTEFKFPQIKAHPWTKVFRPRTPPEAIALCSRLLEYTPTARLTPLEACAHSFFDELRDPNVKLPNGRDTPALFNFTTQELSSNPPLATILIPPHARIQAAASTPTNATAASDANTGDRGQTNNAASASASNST
#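 Test system – GST-tagged human GSK3beta kinase, cell-free · Incubation – 60 min enzyme reaction, room temperature · Signal – ADP-Glo luminescence · Also added – peptide substrate and ATP at 25 µM · Controls – DMSO neutral wells and GW8510 at 20 µM as positive · Buffer or medium – Tris/MgCl2 kinase buffer · Measure – Luminescence-derived activity versus plate DMSO and GW8510 wells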
# AI-2 QS modul – Vibrio harveyi AI-2 quorum sensing modulators, primary screen, JMH597 strain, luminescence/OD600 ratio | activity change, % at 7.5 µM | 300,000 compounds, 0.4% hits | Vibrio harveyi JMH597 AI-2 luminescence/OD600 ratio, 9 h; hits give low values; strain lacks LuxN and CqsS sensors; 0 = neutral-control median; in the data active = activity change below about -75%, passing the limit was not always enough; inconclusive = no clear call, values can overlap the other calls;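 note: luminescence divided by OD600 gain over 9 h not by final OD600 alone; inactives centre near 13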
# HSF1 activator – HSF-1 activators, primary screen, NIH3T3-HGL cells, MG132 stress, luminescence, single point; NIH3T3-HGL HSF-1 luciferase reporter, 8 h; 100% = twice DMSO control signal; activation, % at 9 µM; 300,000 compounds, 1.7% hits; AID 504408, 2011;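 active = mean replicate activation of at least 50% with a set share of replicates each reaching 50%; inconclusive = only one of those two conditions met; inactive = mean below 50% and too few replicates reaching it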;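 note: 0% = median of the neutral control wells and 100% = twice that signal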
# HSF1 inhib – HSF1 inhibitors in luciferase reporter cells, primary screen, cell-based, NIH3T3, luminescence; activity change, negative = inhibition, % at 7.5 µM (by protocol); AID 2098, 2009; NIH3T3-HGL HSE-luciferase, MG132-induced, luminescence 8 h; hits give low values; 300,000 compounds, 0.77% hits;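 active = more than half of replicate wells show activity change below -50%, luminescence cut by over half; inconclusive = some wells, but at most half, below -50%; inactive = no replicate well below -50%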;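 note: luciferase reports HSF-1 transcriptional activity via heat shock element; 0% = median of DMSO wells and -100% = zero luminescence signal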
# HIF act – HIF pathway transcriptional activators, primary screen, cell-based, U2OS HRE-luciferase, luminescence | U2OS HRE-luciferase reporter; normalized: DMSO 0%, desferrioxamine 100% | activation, % at 7.5 µM (by protocol) | 300,000 compounds, 0.32% hits;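 active = mean activation of at least 10% of the iron chelator positive control signal, with at least half of replicates also reaching 10%; inconclusive = mean and replicate majority disagree about reaching 10%; inactive = mean and most replicates under 10%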
# IEC-6 tox – cytotoxicity in IEC-6 intestinal epithelial cells, primary screen, cytotoxicity control for KLF5 inhibitor project, cell-based, luminescence | IEC-6 cytotoxicity, luminescence viability | inhibition, % at 5 µM | 290,000 compounds, 0.78% hits | AID 1825, 2009; in the data active = inhibition above about 22%;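 note: 0% = plate median of test compound wells and 100% = cytotoxic reference compound wells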
# aSyn 5UTR inh – MLPCN primary screen, SNCA 5' untranslated region | alpha-synuclein 5'UTR reporter, inhibitor activity | inhibition, % (tested at 7.5 µM) | 300,000 compounds, 0.82% hits; in the data active = inhibition above about 60%; inconclusive = no clear call, values can overlap the other calls;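 note: H4 neuroglioblastoma cells stably carrying SNCA 5'UTR luciferase fusion; 0% = DMSO wells and 100% = positive control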
# * = called active by the depositor; ? = inconclusive; / = no result given.
SMILES,HSP90 refold inh,KLF5 inhibitor,GSK3A inh,GSK3B inh,AI-2 QS modul,HSF1 activator,HSF1 inhib,HIF act,IEC-6 tox,aSyn 5UTR inh
O=C(CNC1CCCCC1)Nc1cccc(C(F)(F)F)c1,7,-19,-2,2,-4,3,-1,-1.1,1,-2
CCOC(=O)c1ccc(CNC(=O)c2cc(COc3ccccc3SC)on2)o1,-1,-132,2,2,7,12,-7,0.1,-1,-17
CCOc1ccc(C(=O)Nc2ncn[nH]2)cc1,3,-41,3,/,/,1,-13,-0.4,0,-31
Cc1ccccc1C(=O)Nc1ccnn1C1CCN(Cc2cnn(C(C)C)c2)CC1,5,4,-1,-1,-9,-5,1,-0.1,3,-4
COc1ccc(-n2nnnc2SCC(=O)Nc2ccc3c(c2)OCCO3)cc1OC,1,-4,-3,-1,14,11,4,0.1,-2,33
NC(=O)[C@H]1CC2(CC(c3cccc(NC(=O)[C@H]4CCC(=O)N4)c3)=NO2)CN1C(=O)c1cc([N+](=O)[O-])cc([N+](=O)[O-])c1 (stereo partly specified),/,/,-1,-1,16,-7,-1,0.1,/,2
COc1ccc(OCC(=O)NNC(=O)Cc2coc3cc(OC)ccc23)cc1,4,-11,-1,-3,29,-14,-3,0.2,-8,-17
c1ccc(-n2cc(CN3CCC(N4CCOCC4)CC3)c(-c3ccc4c(c3)OCO4)n2)cc1,-4,-21,1,4,12,-3,-4,0.2,-2,-4
c1coc(C2Nc3ccccc3-c3nc4ccccc4n32)c1 (stereo unspecified),2,-101,5,0,19,27,10,3.1,-2,-93
CC1CCCCN1C(=O)Cn1cc(C#N)c2ccccc21 (stereo unspecified),3,-18,-2,1,3,-9,-13,-0.3,-5,12
CN1CCC2(CC1)N=C(c1ccc(F)cc1)C(=S)N2C(=O)c1ccccc1,3,-13,-1,2,-3,-5,-5,0.5,1,23
COc1cccc2c(=O)c3c(cnn3C)n(C)c12,-2,-29,9,-11,-19,-3,4,-0.4,1,-26
O=C(O)c1ccccc1NC(=O)C1CCCO1 (stereo unspecified),0,-10,-3,-1,-3,4,-9,/,4,14
O=C(Nc1ccc2oc(=O)ccc2c1)c1ccccc1[N+](=O)[O-],2,2,1,-2,25,2,-4,0.0,-2,-7
Cc1ccc(OCc2nnc(NC(=O)c3ccco3)s2)cc1,-10,-31,-1,0,14,3,3,0.2,7,-10
CCc1c(C)nc2ncnn2c1N1CCCC(C(=O)NCc2cccs2)C1 (stereo unspecified),-6,-29,0,-6,5,-55,-42,0.1,-3,-2
CCOc1cc(C)c(C(C)C)cc1S(=O)(=O)NCc1ccccn1,-1,-7,-3,-1,41,-13,-1,0.1,-2,17
CC1CCN(c2ccc(C(=O)N3CCOCC3)cc2[N+](=O)[O-])CC1,-2,-9,0,3,14,3,6,0.2,-1,-4
O=C(CSc1nnc(CNC(=O)c2ccccc2)o1)NCCc1ccccc1,-1,-17,0,3,6,-62,?,-0.3,0,8
Fc1cccc2sc(N3CCOCC3)nc12,-4,-33,1,3,6,13,5,2.6,3,-80
CC1CCCC(NC(=O)CCS(=O)(=O)c2ccc3c(c2)NC(=O)CS3)C1C (stereo unspecified),-2,-34,-1,1,-2,4,2,0.2,-1,-9
COc1cccc(C2/C(=C(/O)c3ccc4c(c3)CC(C)O4)C(=O)C(=O)N2CCCn2ccnc2)c1 (stereo unspecified),8,-19,-2,4,-1,11,3,-0.4,2,-8
CCCn1c(O)c(N=NC(=O)c2cccnc2)c2cc(Br)ccc21,2,16,0,-3,26,-9,-6,-0.1,3,35
CCOc1ccc(C(C)C)cc1S(=O)(=O)N1CCN(C(=O)c2ccco2)CC1,0,12,2,-4,12,-4,8,-0.6,-1,3
O=C(CCNS(=O)(=O)c1cccc2nsnc12)NCCC1=CCCCC1,4,1,1,2,21,1,-6,0.2,0,-6
# The listing continues.
SMILES,HSP90 refold inh,KLF5 inhibitor,GSK3A inh,GSK3B inh,AI-2 QS modul,HSF1 activator,HSF1 inhib,HIF act,IEC-6 tox,aSyn 5UTR inh
Cc1ccccc1-n1nc2c(c1NC(=O)c1ccc(S(=O)(=O)N(C)C)cc1)CSC2,4,-19,1,1,39,15,-1,/,1,34
N#Cc1ccc(-c2nc3ccc(Br)cc3c(=O)n2O)cc1,0,-3,0,1,-111*,-4,2,-10,2,6
Cc1ccc2[nH]c3c(=O)n(CCC4=CCCCC4)cnc3c2c1,-1,-2,-3,2,7,6,2,0.2,-4,-41
O=C(CN1C(=O)COc2ccc(Cl)cc21)N1CCOCC1,4,-11,-1,-2,12,-12,-2,-0.5,9,1
Cc1cc(C(=O)Nc2ccccn2)cs1,25*,-114,-2,2,18,/,/,/,2,/
COc1ccccc1CC(=O)Nc1cc(OC)c(NC(=O)c2ccccc2)cc1OC,0,-17,1,-2,23,3,0,-1.1,-3,18
CC(NC(=O)c1ccco1)c1nc(-c2ccc(C(C)(C)C)cc2)no1 (stereo unspecified),7,-26,5,-2,22,-6,-4,-0.4,3,-10
CN(c1ccccc1)S(=O)(=O)c1ccc(Cl)c(C(=O)Nc2ccc(-c3nc4ccccc4[nH]3)cc2)c1,1,-49,0,0,36,27,29,-1.0,-6,0
COc1ccc(OC)c(-c2csc(NC(=O)C3=NNC(=O)CC3)n2)c1,1,2,1,0,16,-4,-1,0.0,-4,12
CCN(CC)CCCn1c(=S)[nH]c2cc(C(=O)OC)ccc2c1=O,4,-6,1,-4,11,-26,-11,0.1,2,6
O=C(Nc1ccc(F)cc1)C1C2CCC3C(CCC21)C3(Cl)Cl (stereo unspecified),1,-14,1,2,15,14,2,-1.1,-2,-17
CCOc1ccc(C(=O)N2CCCC2)cc1,-1,-18,0,2,-2,1,-8,/,1,3
O=C(CN1C(=O)/C(=C/c2cccc(Br)c2)SC1=S)NCCCN1CCOCC1,2,-33,-1,1,7,26,7,-0.1,2,15
CC(C)OCCCNC(=O)CCCC(=O)Nc1ccc(OCCc2ccccc2)cc1,0,-13,-1,4,28,2,-5,-26,3,7
O=C(c1ccccc1)c1nnc(-c2ccccc2F)o1,-2,-46,-1,-3,-3,35,10,3.6,-5,-104
COC(=O)c1cc2nc(-c3ccccc3)cc(C(F)(F)F)n2n1,4,-3,-1,0,2,6,-3,0.0,4,-21
COc1ccc(CN2C(=O)c3ccccc3C2C(=O)NC2CCCC(C)C2C)c(OC)c1 (stereo unspecified),1,-31,/,-1,16,0,0,0.0,-1,-18
COc1ccc(N2C(=O)CC(Sc3nc4c(cc3C#N)CCC4)C2=O)cc1 (stereo unspecified),-9,-16,1,3,3,-9,-12,0.7,-3,16
COCCCNC(=O)CC(NS(=O)(=O)c1ccc(Cl)cc1)c1ccco1 (stereo unspecified),0,-40,0,1,7,-14,-1,0.2,-3,3
NC(=O)C1CCN(C(=O)c2cnn(-c3ccccc3)c2NC(=O)c2cccc(F)c2)CC1,5,-13,-3,-3,11,9,-11,0.0,6,5
O=C1c2ccccc2C(=O)N1CCCc1nc2ccccc2c(=O)n1CCCn1ccnc1,-2,-16,0,1,-54,/,/,-0.7,-1,-17
Cc1nn(Cc2ccc(F)cc2)c(C)c1NC(=O)c1noc2c1CCCCC2,4,6,0,1,-5,6,6,-0.5,7,5
COc1cc(CN2CCC(N3CCC(C(=O)N4CCCC4)CC3)CC2)cc2c1OCO2,-4,-22,-1,1,24,-10,-10,0.5,-5,3
O=C(O)c1cnn2c(C(F)F)cc(C3CC3)nc12,0,-12,-5,5,27,-12,1,-0.5,-4,20
Cc1nc(CSc2ccc(Br)cc2)cs1,-1,-28,-32,-4,29,17,14,3.4,-2,-71
CSc1ccccc1NC(=O)CNCCCN1CCOCC1,0,-23,0,-2,11,-7,-3,-0.3,4,16
COC(=O)c1c(-c2c(Cl)cccc2Cl)noc1NC(=O)N(C)C,-1,10,0,6,0,-17,-8,0.0,-2,-22
CCc1ccc(NC(=O)/C(C#N)=C\c2ccc(OC)c(C(=O)O)c2)cc1,2,-23,-3,-3,20,-3,-2,-0.4,5,-26
CCOC(=O)CC1C(=O)NCCN1C(=O)NC1CCCCC1 (stereo unspecified),0,-29,1,3,11,-12,-4,-0.5,4,10
